# CAL PDZ FP-1: CAL PDZ (human) peptide binding inhibition; Q9HD26; purified CAL PDZ, TMR-peptide fluorescence polarization, 1 h; inhibition, % at 24.9 µM; 300,000 tested, 0.92% active; AID 602252;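 active = mean inhibition of at least 30% with at least half of replicates also reaching 30%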;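 note: 0% = DMSO neutral control and 100% = excess unlabeled competitor peptide PRC23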
# SR-BI DiI-HDL act: SR-BI HDL lipid transfer activation; CHO ldlA[mSR-BI] cells, DiI-HDL uptake fluorescence, 3 h; 100 = double the neutral-control signal; activation, % at 12.5 µM; 320,000 tested, 0.096% active;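 active = mean replicate activation of at least 60% and every replicate at or above 60%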;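 note: 0% = median plate neutral-control signal and 100% = twice that signal; values of inactives mirror those of a sister screen read the other way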
#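 Test system: SR-BI-overexpressing, LDLR-lacking CHO cells; Also added: labelled HDL, 10 µg/mL; Measured by: bottom-read cell fluorescence after medium removal, ex 550/em 595 nm; Timing: 3 h uptake period with compound, 37 °C; Buffer or medium: F12, 0.5% BSA, 25 mM HEPES; Doses: single compound concentration, delivered by pin transfer.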
# CAL PDZ FP-2: human CAL PDZ-peptide interaction inhibition; purified CAL PDZ, TMR-peptide fluorescence polarization, 1 h; AID 504414; inhibition, % at 20 µM; 330,000 tested, 0.02% active; Q9HD26;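 active = highest replicate inhibition of at least 40%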;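 note: plate controls were DMSO neutral control wells for no effect and unlabeled competitor peptide control wells for full effect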
#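 System: purified tagged CAL PDZ domain construct (CerCALP). Schedule: 1 h incubation at room temperature before polarization reading. Medium: 25 mM sodium phosphate pH 7.4, 150 mM NaCl, TCEP, IgG, Thesit. Read-out: percent inhibition from loss of millipolarization. Measured by: FP readout, S and P plane fluorescence. Probe or stimulus: fluorescent TMR peptide probe.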
# PfHsp90 yeast 2: growth inhibition of yeast expressing Plasmodium Hsp90. 310,000 tested, 0.32% active. S. cerevisiae expressing PfHsp90, BacTiter-Glo ATP, 48 h; yeast lacking PDR1 and PDR3 efflux regulators. AID 504621. inhibition, % at 9.4 µM;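 active = every replicate shows inhibition above about 80%, whatever the replicate mean, limit read from the data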;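 note: 0% = DMSO neutral controls and 100% = 20 µM radicicol positive controls; yeast relying on Plasmodium falciparum Hsp90 in place of its own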
# NSD2 HMT inh: NSD2 (human) methyltransferase inhibition; inhibition, % at 12.5 µM; NSD2 peptide methylation, AlphaScreen, 120 min; O96028; 310,000 tested, 0.54% active; in the data active = inhibition above about 50%
# Rtt109 HAT inh: C. albicans Rtt109 histone acetyltransferase inhibition; 330,000 tested, 0.16% active; AID 540336; inhibition, % at 34.9 µM; Q5AAJ8; purified Rtt109/Vps75, ThioGlo CoA-SH fluorescence, 4 h;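 active = inhibition of at least 50% in every replicate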
# Target sequence (Q5AAJ8 whole entry, looked up): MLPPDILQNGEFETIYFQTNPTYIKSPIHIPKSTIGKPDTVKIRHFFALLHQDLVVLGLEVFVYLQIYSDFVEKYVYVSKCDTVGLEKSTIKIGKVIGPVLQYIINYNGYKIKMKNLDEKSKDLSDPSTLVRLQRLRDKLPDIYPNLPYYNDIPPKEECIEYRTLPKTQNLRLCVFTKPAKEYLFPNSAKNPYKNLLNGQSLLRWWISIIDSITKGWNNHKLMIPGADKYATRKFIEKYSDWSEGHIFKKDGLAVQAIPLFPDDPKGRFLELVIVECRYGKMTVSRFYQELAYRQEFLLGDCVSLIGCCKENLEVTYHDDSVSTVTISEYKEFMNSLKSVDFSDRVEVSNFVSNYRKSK
# PvdQ inh: P. aeruginosa PvdQ acylase inhibition; 340,000 tested, 0.063% active; inhibition, % at 10 µM; purified PvdQ acylase, fluorescence plate reader; in the data active = inhibition above about 30%, passing the limit was not always enough;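 note: 0% = vehicle neutral wells and 100% = reference inhibitor wells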
# MITF TRPM1 HTS: increases MITF-driven TRPM1 promoter luciferase signal | SK-MEL-5 TRPM1-promoter luciferase, 24 h; % of positive control, neutral wells = 0 | activation, % at 12.5 µM | 300,000 tested, 0.75% active | AID 588334;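 active = mean activation of at least 80% with every replicate also reaching 80%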;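 note: 0% = neutral control wells and 100% = parthenolide positive control wells; values of inactives mirror those of a sister screen read the other way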
# SR-BI HDL uptake: blocks mouse SR-BI lipid uptake from DiI-HDL. Q61009. ldlA[mSR-BI] CHO cells, DiI-HDL uptake fluorescence, 3 h. inhibition, % at 12.5 µM. 320,000 tested, 0.96% active;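 active = mean replicate inhibition of at least 70% and a set share of replicates each scoring 70 or more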;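 note: 0% = median of neutral control wells and 100% = median of positive control wells; values of inactives mirror those of a sister screen read the other way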
# Target sequence (Q61009 whole entry, looked up): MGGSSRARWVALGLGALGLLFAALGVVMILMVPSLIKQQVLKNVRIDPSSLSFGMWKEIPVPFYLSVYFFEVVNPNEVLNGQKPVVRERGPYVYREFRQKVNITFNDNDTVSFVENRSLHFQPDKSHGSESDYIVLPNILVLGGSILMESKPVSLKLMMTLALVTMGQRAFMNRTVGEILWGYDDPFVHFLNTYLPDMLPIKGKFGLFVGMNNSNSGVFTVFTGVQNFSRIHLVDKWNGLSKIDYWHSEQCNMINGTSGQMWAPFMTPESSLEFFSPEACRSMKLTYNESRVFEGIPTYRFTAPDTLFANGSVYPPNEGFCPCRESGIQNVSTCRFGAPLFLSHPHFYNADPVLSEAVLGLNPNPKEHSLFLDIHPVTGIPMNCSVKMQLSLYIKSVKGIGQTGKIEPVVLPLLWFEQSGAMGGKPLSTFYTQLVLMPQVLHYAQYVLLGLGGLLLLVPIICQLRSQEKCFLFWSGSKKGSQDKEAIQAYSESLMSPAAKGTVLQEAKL
# dFosB activator: mouse delta FosB homodimer activation; activation, % at 25 µM; P13346; 340,000 tested, 0.99% active; purified delta FosB, TAMRA-CDK5 oligo fluorescence polarization; percent of positive-control signal above neutral wells;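 active = mean activation above about 17%, with every replicate also reaching it, limit read from the data, passing the limit was not always enough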;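 note: fluorescence polarization rise as delta FosB binds a TAMRA Cdk5 AP-1 oligo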
# An asterisk follows results filed as active; nt = no result given.
SMILES,CAL PDZ FP-1,SR-BI DiI-HDL act,CAL PDZ FP-2,PfHsp90 yeast 2,NSD2 HMT inh,Rtt109 HAT inh,PvdQ inh,MITF TRPM1 HTS,SR-BI HDL uptake,dFosB activator
Cc1cc2nccc(-c3ccc(Cl)cc3Cl)n2n1,1,-8,-1.1,2,-7,1,8,27,8,3
Cn1cc(-c2ccno2)c(C(=O)O)n1,-4,-1,-1.5,-1,-3,-5,-12,-4,1,-1
O=C(c1cccc(S(=O)(=O)NCc2ccccc2)c1)N1CCCC(C(F)(F)F)C1 (configuration not stated),0,1,-1.9,nt,-1,5,-9,3,-1,-6
C=CCOc1ccc(/C=N/NC(=O)C2CCCC2)cc1OCC,nt,-13,-0.3,nt,-5,8,-5,-6,13,-1
CCCc1nc(SCC(=O)Nc2ccc(S(=O)(=O)N(C)C)cc2)c2ccccc2n1,-3,31,-0.2,5,-1,8,-1,0,-31,-6
CCn1c(-c2cc3ccccc3cc2O)n[nH]c1=S,-1,-3,-1.0,nt,7,-10,14,3,3,-5
NC(=S)NN=C1c2cc(Cl)ccc2-c2c1cc(Cl)cc2[N+](=O)[O-],-2,-105,0.5,-55,-4,0,-8,4,105*,-2
CC(C)(C)C(=O)NC(Nc1cccc2cccnc12)C(Cl)(Cl)Cl (configuration not stated),-4,12,-1.3,-2,3,5,3,-2,-12,4
Cc1ccc(OC2CCN(C(=O)C3CCC(=O)N(C4CC4)C3)CC2)cc1 (configuration not stated),-3,13,-2.1,-3,1,5,-14,-2,-13,-8
CCOC(=O)C1C(=O)NC(N2CCN(c3ccccc3)CC2)=NC1c1ccccc1 (configuration not stated),nt,31,-1.6,21,1,0,-12,-1,-31,-18
COC(=O)c1ccc(COc2ncnc3c(Cl)cc(Cl)cc23)o1,0,6,-0.6,-28,nt,-19,-8,4,-6,-14
CC1CCN(CC(=O)Nc2ccc(S(=O)(=O)N3C(C)CCCC3C)cc2)CC1 (configuration not stated),-4,-62,0.6,-17,-3,-2,-12,nt,62,1
O=C(COC(=O)c1ccc(F)cc1F)c1ccc[nH]1,-2,4,-1.6,-12,3,8,6,9,-4,0
Cc1ccccc1NC(=O)/C(C#N)=C/c1ccccc1C(F)(F)F,1,-44,-0.9,-15,-3,-1,3,8,44,-8
Cc1onc(-c2c(F)cccc2Cl)c1C(=O)N1CCN(c2ncccn2)CC1,-3,6,-1.6,-11,-4,6,-8,5,-6,-2
CC(=O)c1cccc(NC(=O)C2=CC(c3ccc4c(c3)OCO4)=NS(=O)(=O)N2C)c1,-3,8,-2.0,-10,-5,12,-1,0,-8,4
CCOCc1nnc(NC(=O)c2cc(Cl)ccc2OC)s1,-4,-40,-3.7,18,13,nt,8,14,40,-18
COc1cccc(OC)c1C(=O)OCc1c(-c2ccccc2)ncc2ccccc12,-2,10,-0.6,17,nt,14,7,1,-10,0
COc1ccc(CCNC(=O)C(=O)NCCOc2ccccc2)cc1OC,1,-4,-2.4,3,0,-2,-2,2,4,-1
CC1CCc2ccccc2N1C(=N)N(C)C (configuration not stated),-5,-2,-0.5,nt,0,-1,-11,8,2,-2
CC(C)CCNC(=O)CN(C(=O)CCC(=O)Nc1ccccn1)c1ccc2c(c1)OCCO2,-7,21,-1.0,nt,nt,0,-7,nt,-21,-8
CCN(CC)C1=CC2=CC(=C(C#N)C#N)CCC2CC1 (configuration not stated),-4,-15,-1.8,-2,nt,-1,-1,-6,15,-1
CCOc1ccc2ccccc2c1C1NC(=S)N(C)C(C)=C1C(=O)OC (configuration not stated),2,-15,-1.1,nt,33,13,-5,-20,15,15
O=C(NCc1cccnc1)c1cc2ccccc2oc1=O,-8,24,-0.6,-27,-1,0,-9,-8,-24,-10
CC(=O)C1(O)CCC2C3CCC4CC(=O)CCC4(C)C3C(=O)CC21C (configuration not stated),-3,-6,-2.8,4,0,-2,-10,1,6,7
O=C(Cc1cccs1)Nc1ccc(NC(=O)c2ccco2)cc1,-3,-1,-1.7,nt,40,nt,10,nt,1,-1
COc1ccc(-c2nnc(SCC(=O)NCc3ccco3)n2C)cc1,0,15,-1.1,nt,1,nt,4,nt,-15,0
O=C(NC(C(=O)c1ccccc1)N1CCOCC1)c1cccs1 (configuration not stated),0,-11,-1.1,12,-2,-2,12,10,11,-7
CCOC(=O)c1sc(NC(=O)Nc2ccccc2F)nc1C,-4,-3,-2.4,12,-2,3,-10,14,3,-9
CC1CCCN(c2nc3nonc3nc2N2CCCC(C)C2)C1 (configuration not stated),-3,-17,-0.3,-10,5,7,-2,-8,17,-6

# 5 compounds picked at random from the list so far, as already listed:
SMILES,CAL PDZ FP-1,SR-BI DiI-HDL act,CAL PDZ FP-2,PfHsp90 yeast 2,NSD2 HMT inh,Rtt109 HAT inh,PvdQ inh,MITF TRPM1 HTS,SR-BI HDL uptake,dFosB activator
CC1CCN(CC(=O)Nc2ccc(S(=O)(=O)N3C(C)CCCC3C)cc2)CC1 (configuration not stated),-4,-62,0.6,-17,-3,-2,-12,nt,62,1
COc1cccc(OC)c1C(=O)OCc1c(-c2ccccc2)ncc2ccccc12,-2,10,-0.6,17,nt,14,7,1,-10,0
CC(=O)C1(O)CCC2C3CCC4CC(=O)CCC4(C)C3C(=O)CC21C (configuration not stated),-3,-6,-2.8,4,0,-2,-10,1,6,7
C=CCOc1ccc(/C=N/NC(=O)C2CCCC2)cc1OCC,nt,-13,-0.3,nt,-5,8,-5,-6,13,-1
Cc1cc2nccc(-c3ccc(Cl)cc3Cl)n2n1,1,-8,-1.1,2,-7,1,8,27,8,3

# Carrying on:
SMILES,CAL PDZ FP-1,SR-BI DiI-HDL act,CAL PDZ FP-2,PfHsp90 yeast 2,NSD2 HMT inh,Rtt109 HAT inh,PvdQ inh,MITF TRPM1 HTS,SR-BI HDL uptake,dFosB activator
CCOc1ccc(C(CC(=O)O)n2cnnn2)cc1OC (configuration not stated),3,28,-0.9,3,0,-14,-2,1,-28,6
COc1ccc(-c2c(C)n([O-])c(C)c(C)[n+]2=O)cc1OC,-1,23,-1.4,14,-2,4,8,nt,-23,1
O=C(CC(NC(=O)c1ccccc1Cl)c1ccccc1)NCCc1ccc(Cl)cc1 (configuration not stated),-1,-13,-3.5,-15,-1,-4,-7,-5,13,25*
CC(NC(=O)c1ccc(OC2CCN(Cc3ccccn3)CC2)cc1)c1nccs1 (configuration not stated),-2,20,-2.3,-5,10,-6,-6,6,-20,-5
O=S(=O)(Nc1ccc2ccccc2n1)c1ccccc1,-4,19,-2.1,16,-2,21,-12,1,-19,-5
COc1ccc(Cl)cc1-n1c(C)cc(C(=O)OCC(=O)N2CC(=O)Nc3ccccc32)c1C,-2,-7,-1.1,9,1,7,2,9,7,0
COc1cc(Cl)c(C)cc1NC(=O)CSc1nnc(-c2ccccn2)n1Cc1ccco1,-3,-3,-1.0,6,1,16,8,-3,3,-8
Clc1cccc(Cl)c1C1=NOC(c2nnc(-c3ccccc3)o2)C1 (configuration not stated),-4,8,-1.5,5,nt,0,-11,70,-8,3
COCCOC(=O)C1=C(C)NC(SCC(=O)NC(C)(C)C)=C(C#N)C1c1ccco1 (configuration not stated),0,-26,-4.9,3,3,2,-20,0,26,-10
CCn1c2ccccc2c2cc(NC(=O)c3cccc([N+](=O)[O-])c3)ccc21,17,-80,-0.4,-2,1,7,-4,21,80*,-10
O=C(Nc1nnc(S(=O)(=O)N2CCCCCC2)s1)c1ccccc1,nt,12,-0.8,-10,nt,-5,4,24,-12,-4
Cc1ccc(C(=O)N/C(=C\c2ccccc2F)c2nc(=S)[nH][nH]2)cc1,3,-2,-1.0,-18,21,-2,-6,0,2,5
COc1ccc([C@H]2CC(=O)C=C(/C=C/c3ccccc3)C2)cc1,2,-26,-0.3,4,nt,3,-13,85*,26,-2
Cc1ccc(S(=O)(=O)N/N=C/c2ccc(OC3CSC3)cc2)cc1,-4,10,-0.6,-5,-5,2,-12,-2,-10,2
O=C(O)CCCCCN1C(=O)/C(=C/c2cn(-c3ccccc3)nc2-c2cccs2)SC1=S,-1,-2,-0.1,-16,0,3,-4,6,2,-23

# Another view of some results above.
# Values run as follows: CAL PDZ FP-1 | SR-BI DiI-HDL act | CAL PDZ FP-2 | PfHsp90 yeast 2 | NSD2 HMT inh | Rtt109 HAT inh | PvdQ inh | MITF TRPM1 HTS | SR-BI HDL uptake | dFosB activator
> CCOc1ccc(C(CC(=O)O)n2cnnn2)cc1OC (configuration not stated)
  3 | 28 | -0.9 | 3 | 0 | -14 | -2 | 1 | -28 | 6
> COc1ccc(-c2c(C)n([O-])c(C)c(C)[n+]2=O)cc1OC
  -1 | 23 | -1.4 | 14 | -2 | 4 | 8 | nt | -23 | 1
> O=C(CC(NC(=O)c1ccccc1Cl)c1ccccc1)NCCc1ccc(Cl)cc1 (configuration not stated)
  -1 | -13 | -3.5 | -15 | -1 | -4 | -7 | -5 | 13 | 25*

# Next part:
SMILES,CAL PDZ FP-1,SR-BI DiI-HDL act,CAL PDZ FP-2,PfHsp90 yeast 2,NSD2 HMT inh,Rtt109 HAT inh,PvdQ inh,MITF TRPM1 HTS,SR-BI HDL uptake,dFosB activator
CCOC(=O)c1c(N)c(C#N)c2n1CCCCC2,37*,1,nt,6,1,-2,-11,10,-1,6
CC(C)n1c(C(F)(F)F)nc2cc(C(=O)N3CCOCC3)ccc21,-17,10,-0.6,8,0,-1,-12,nt,-10,3
O=C(CCCC(=O)OCC(Cl)=C(Cl)Cl)Nc1cccc(F)c1,-3,7,-0.7,-2,-3,-1,-5,-2,-7,-8
CCCCNc1nc(=S)n(-c2ccccc2)c(C)c1C(C)=O,3,9,-1.7,-9,nt,nt,-6,-61,-9,-9
COC(=O)CCCCCC(CCC(=O)OC)NC(C)=O (configuration not stated),-1,10,0.5,-1,-2,-4,-5,nt,-10,2
CC(C)CNS(=O)(=O)c1ccc2c(c1)OCCO2,nt,nt,-1.0,-2,-1,4,-9,-4,nt,5
CCCCn1c(-c2ccsc2)nc2c1c(=O)[nH]c(=O)n2CCC,10,-8,nt,nt,0,-7,-8,nt,8,-10
Brc1ccc(CNCCCSc2ncccn2)cc1,-2,34,-4.1,-12,4,5,5,1,-34,-2
CN1C(=O)C(c2nnc(Nc3cccc4ccccc34)s2)C2CC1(C)Oc1ccccc12 (configuration not stated),nt,-4,-0.8,1,33,-3,-4,-7,4,-9

# An excerpt from above, showing only Rtt109 HAT inh, NSD2 HMT inh and SR-BI DiI-HDL act:
SMILES,Rtt109 HAT inh,NSD2 HMT inh,SR-BI DiI-HDL act
CC(C)CNS(=O)(=O)c1ccc2c(c1)OCCO2,4,-1,nt
CCCCn1c(-c2ccsc2)nc2c1c(=O)[nH]c(=O)n2CCC,-7,0,-8

# Compound activity: PubChem BioAssay, Broad Institute
